Screening results from PubChem.
aSyn 5UTR inh: 5' untranslated region of α-synuclein, MLPCN primary screen; AID 1813; inhibition, % (tested at 7.5 µM); alpha-synuclein 5'UTR reporter, inhibitor activity; 300,000 tested, 0.82% active; in the data active means inhibition above about 60%; inconclusive means no clear call, values can overlap the other calls;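 further: H4 neuroglioblastoma cells stably carrying SNCA 5'UTR luciferase fusion; 0% = DMSO wells and 100% = positive control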
AI-2 QS mod: modulates the Vibrio harveyi AI-2 quorum sensing system; Vibrio harveyi JMH597 AI-2 luminescence/OD600 ratio, 9 h; active compounds read low; strain lacks LuxN and CqsS sensors; 0 = neutral-control median; activity change, % at 7.5 µM; 300,000 tested, 0.4% active; AID 2094; in the data active means activity change below about -75%, passing the limit was not always enough; inconclusive means no clear call, values can overlap the other calls;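 further: luminescence divided by OD600 gain over 9 h not by final OD600 alone; inactives centre near 13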
HSP90 inh: blocks HSP90-mediated luciferase refolding in reticulocyte lysate | Rabbit reticulocyte lysate, luciferase refolding luminescence, 3 h | inhibition, % at 5.6 µM | 290,000 tested, 0.91% active | AID 1789;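 active means inhibition above the screen-wide mean plus 3 SD, computed separately per campaign, cut at about 16% in these data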;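 further: 0% = DMSO wells and 100% = 60 µM geldanamycin wells; inhibitors lower the luminescence because luciferase stays unfolded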
HSF1 activator: increases HSF-1 driven luciferase reporter signal; activation, % at 9 µM; 300,000 tested, 1.7% active; AID 504408; NIH3T3-HGL HSF-1 luciferase reporter, MG132, 8 h; 100% = twice DMSO control signal;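 active means mean replicate activation of at least 50% with a set share of replicates each reaching 50%; inconclusive means only one of those two conditions met; inactive means mean below 50% and too few replicates reaching it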;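 further: 0% = median of the neutral control wells and 100% = twice that signal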
HIF activator: HIF pathway transcriptional activation; AID 1910; U2OS HRE-luciferase reporter, luminescence; normalized: DMSO 0%, desferrioxamine 100%; activation, % at 7.5 µM (by protocol); 300,000 tested, 0.32% active;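 active means mean activation of at least 10% of the iron chelator positive control signal, with at least half of replicates also reaching 10%; inconclusive means mean and replicate majority disagree about reaching 10%; inactive means mean and most replicates under 10%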
Platelet DG rel: platelet dense granule release activity | human platelet-rich plasma, SFLLRN dense granule ATP release, luminescence | inhibition, %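 (compounds screened at 7.5 µM in platelet-rich plasma)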 | 300,000 tested, 0.22% active | AID 1663;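 active means mean replicate score, as percent of positive control, at or above 50; inconclusive means mean below 50 but at least one replicate at or above 50; inactive means mean and every replicate below 50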
KLF5 inh: kruppel-like factor 5 inhibition | DLD-1 KLF5 promoter-luciferase reporter, luminescence | inhibition, % at 5 µM | 290,000 tested, 0.23% active | AID 1700;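 active means inhibition above a per-plate limit of that plate's mean compound inhibition plus 3 SD, cut at about 60% in these data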;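 further: 0% = DMSO wells and 100% = LY294002 at 200 µM; higher means less KLF5 promoter-driven luciferase light; inactives centre near -14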
HSF1 inhib: HSF1 inhibition. activity change, negative = inhibition, % at 7.5 µM (by protocol). 300,000 tested, 0.77% active. NIH3T3-HGL HSE-luciferase, MG132-induced, luminescence 8 h; active compounds read low;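 active means more than half of replicate wells show activity change below -50%, luminescence cut by over half; inconclusive means some wells, but at most half, below -50%; inactive means no replicate well below -50%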;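 further: luciferase reports HSF-1 transcriptional activity via heat shock element; 0% = median of DMSO wells and -100% = zero luminescence signal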
HDAC3 inh: human HDAC3 inhibition | AID 2718 | recombinant HDAC3, fluorogenic peptide/trypsin coupled, fluorescence | inhibition, % at 8.3 µM | O15379 | 320,000 tested, 0.15% active; in the data active means inhibition above about 26%, passing the limit was not always enough; inconclusive means no clear call, values can overlap the other calls
Target sequence (O15379 whole entry, looked up): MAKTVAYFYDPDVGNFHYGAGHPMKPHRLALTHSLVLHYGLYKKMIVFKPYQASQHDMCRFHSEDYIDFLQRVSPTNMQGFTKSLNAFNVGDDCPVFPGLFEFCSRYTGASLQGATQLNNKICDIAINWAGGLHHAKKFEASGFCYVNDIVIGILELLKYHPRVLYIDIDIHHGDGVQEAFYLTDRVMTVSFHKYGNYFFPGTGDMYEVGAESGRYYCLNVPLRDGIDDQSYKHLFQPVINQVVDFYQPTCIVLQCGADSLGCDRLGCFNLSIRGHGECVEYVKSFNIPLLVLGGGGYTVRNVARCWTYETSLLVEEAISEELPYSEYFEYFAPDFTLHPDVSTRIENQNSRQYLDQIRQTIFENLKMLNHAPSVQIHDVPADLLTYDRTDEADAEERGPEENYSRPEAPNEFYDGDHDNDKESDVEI
IEC-6 tox: counter-screen for KLF5 inhibitors: cytotoxicity in IEC-6 cells; 290,000 tested, 0.78% active; AID 1825; inhibition, % at 5 µM; IEC-6 cytotoxicity, luminescence viability; in the data active means inhibition above about 22%;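 further: 0% = plate median of test compound wells and 100% = cytotoxic reference compound wells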
Numbers without * were called inactive; ? = inconclusive; nt = not tested or not shown.

no.	SMILES	aSyn 5UTR inh	AI-2 QS mod	HSP90 inh	HSF1 activator	HIF activator
1	CC12CCC(C(=O)Nc3cccc(Cl)c3Cl)([C@H](Br)C1=O)C2(C)C (stereo partly specified)	11	4	-1	8	-0.1
2	COC(=O)CC1C(=O)NCCN1C(=S)NC(=O)c1ccccc1[N+](=O)[O-] (stereo unspecified)	-27	11	-3	-31	-0.5
3	O=[N+]([O-])c1ccc2c(c1N1CCCCC1)=NC1(CCCCC1)[N+]=2[O-]	-32	35	-3	6	-0.6
4	COCCOc1cc(N(CC(=O)N(C)C)S(=O)(=O)c2ccccc2)c(Cl)cc1Cl	28	15	0	-9	-0.1
5	COc1ccc(OC)c(CCNC(=O)Cn2cccc2C(=O)c2ccccc2C)c1	16	11	0	8	-0.5
6	CNC(=O)CCCCC(=O)N/N=C/c1ccc(Cl)cc1Cl	-3	14	-2	-2	-0.1
7	CCO[C@@H]1OC(C(=O)N2CCN(Cc3ccccc3)CC2)=C[C@H](c2ccccc2)[C@H]1CCCO	10	5	-2	2	0.2
8	CC(C)CNC(=O)c1cccc(NC(=O)COc2ccc([N+](=O)[O-])cc2)c1	6	0	1	2	0.1
9	ONc1cccnc1-n1nc(C(F)(F)F)cc1C(F)(F)F	0	25	5	3	0.1
10	Cc1cccc(NC(=O)c2cc(NC(=O)C3CCCCC3C(=O)O)ccc2N2CCCCC2)c1 (stereo unspecified)	nt	nt	-5	nt	nt
11	O=C(NCc1nnc(SCC(=O)N2CCCCC2)o1)c1ccc(F)cc1	11	4	-2	-23	-0.4
12	Cc1ccc2nc(NC(=O)CN3C(=O)C4CC=CCC4C3=O)sc2c1 (stereo unspecified)	nt	-58	-2	nt	nt
13	CCOC(=O)c1nn(-c2cccc(OC)c2)c(-c2ccccc2)c1C(=O)c1ccccc1	14	30	-9	22	-0.1
14	O=C(COC(=O)C1CCN(S(=O)(=O)c2ccc3c(c2)OCCO3)CC1)Nc1cc(C(F)(F)F)ccc1Cl	14	37	-2	-52	0.7
15	COCCNC(=O)/C(C#N)=C/c1c(N2CCN(C)CC2)nc2c(C)cccn2c1=O	26	13	0	11	0.2

no.	Platelet DG rel	KLF5 inh	HSF1 inhib	HDAC3 inh	IEC-6 tox
1	-5	-17	-1	7	-6
2	8	-28	-12	-1	-9
3	-3	-21	-1	4	-7
4	4	7	-1	-3	3
5	-3	-9	7	1	-7
6	5	-12	1	1	-5
7	-2	-15	-7	1	-9
8	6	-1	14	nt	10
9	2	-7	-4	8	-1
10	nt	4	nt	-3	3
11	16	-13	3	-9	0
12	nt	-6	nt	-8	6
13	-2	-27	12	3	-2
14	0	-12	-37	-1	1
15	22	-43	1	-180	0

Next entries:
no.	SMILES	aSyn 5UTR inh	AI-2 QS mod	HSP90 inh	HSF1 activator	HIF activator
16	CCc1ccc(NC(=O)/C(C#N)=C/c2ccncc2)cc1	-7	23	3	-3	0.1
17	C=CCn1c(COc2ccc(F)cc2)nnc1SCC(=O)NC1CC1	-6	24	nt	3	0.1
18	COCCN=c1scc(-c2cc(OC)ccc2OC)n1/N=C/c1c[nH]c2ccccc12	8	13	-5	11	0.1
19	CCCCCCOc1ccc(C(=O)O)cc1C#N	22	34	1	30	0.4
20	Cn1nnnc1SCC(=O)Nc1ccccc1Cc1ccccc1	6	-8	1	-9	-0.4
21	Cc1ccc(SCCSc2nc(N)cc(=O)[nH]2)cc1	-21	7	4	4	0.9
22	CC(C)CCN1CN(S(=O)(=O)c2cccs2)c2nc3ccccc3nc21	10	7	-3	12	0.2
23	CN1CCS/C1=C\C=C1/SC(=S)N(CC(=O)O)C1=O	5	12	0	-12	0.0
24	CCOc1ccc(CCNC(=O)c2nnn(CC(=O)Nc3ccc(OC)cc3)c2N)cc1OCC	-14	42	-3	2	0.6
25	COc1ccc(NC(=O)c2ccco2)cn1	-37	13	1	18	0.1
26	[N-]=[N+]=NC1c2ccccc2C(=O)N1Cc1ccccc1 (stereo unspecified)	17	-6	-5	-4	-0.9
27	CC(C)(C)c1c(Cl)c(O)c(-c2ccccc2)c(=O)n1-c1ccccc1	-21	25	2	13	-0.2
28	CCOC(=O)c1ccc(NC(=S)N(CCCN2CCN(CC)CC2)Cc2ccco2)cc1	21	11	6	2	-0.7
29	COCCNC(=O)CCCC(=O)NCCOC	-25	31	3	1	-0.1
30	COc1ccccc1CNC(=O)c1nnc(Cc2ccc(Cl)cc2)o1	0	21	2	?	-0.2

no.	Platelet DG rel	KLF5 inh	HSF1 inhib	HDAC3 inh	IEC-6 tox
16	14	-14	-2	-2	-1
17	-24	nt	0	-2	nt
18	6	-7	4	?	3
19	9	-29	5	2	-2
20	10	-32	-8	-10	0
21	5	-19	9	2	2
22	-17	-9	3	-1	-5
23	0	-27	-17	nt	1
24	-1	-22	1	-5	-7
25	6	-14	3	7	-3
26	16	-13	3	0	4
27	-1	-29	6	nt	1
28	2	5	-4	0	7
29	-2	-6	3	-7	3
30	13	14	14	-16	0

Continued.
no.	SMILES	aSyn 5UTR inh	AI-2 QS mod	HSP90 inh	HSF1 activator	HIF activator
31	O=C(/C=C/c1cccc(F)c1)Nc1ccc(S(=O)(=O)Nc2ncccn2)cc1	9	8	5	12	0.2
32	CCOC(=O)Nc1ccc2c(c1)N(C(=O)CCCl)c1ccccc1[S@]2=O	-10	13	1	12	-0.1
33	O=[N+]([O-])c1ccc(Cc2ccncc2)cc1	2	7	1	-7	-0.3
34	O=C(/C=C/c1ccccc1[N+](=O)[O-])OCC(=O)c1ccccc1	-35	-32	-1	4	0.9
35	CC1CCCC(N2CCN(S(=O)(=O)c3ccccc3)CC2)C1 (stereo unspecified)	-3	21	4	-26	1.2
36	COc1cccc(NC(=O)c2ccc3c(c2)C(=O)N(CC2CCCO2)C3=O)c1 (stereo unspecified)	27	20	-2	4	-0.4
37	O=C(Nc1c2c(nn1-c1ccccc1)CS(=O)(=O)C2)c1cc2ccccc2o1	7	22	0	8	0.5
38	O=C(O)/C=C/C(=O)Nc1ccc(S(=O)(=O)Nc2nccs2)cc1	-34	-2	-5	-1	0.1
39	COCCN(C(=O)C1CCCC1)c1c(N)n(Cc2ccccc2)c(=O)[nH]c1=O	-7	-7	5	-10	-0.3
40	O=C1Nc2ccc(Cl)cc2/C1=C/C1CC=CCC1 (stereo unspecified)	-22	7	1	-3	394*
41	Cc1cccnc1NC(=O)c1cccc(S(=O)(=O)N2CCN(c3ccc(F)cc3)CC2)c1	27	14	-1	-6	-0.4
42	CC1CC(NC(=O)Cc2ccc(Br)cc2)CC(C)(C)C1 (stereo unspecified)	-8	35	0	-7	-0.1
43	Cc1ccc(S(=O)(=O)N(Cc2ccc(Cl)cc2)c2ccccc2C(=O)NCc2cccnc2)cc1	35	31	-6	11	-0.2
44	Cc1ccc(Cl)c(OCC(=O)OC(C)C(=O)NC2CC2)c1 (stereo unspecified)	3	20	nt	0	-0.2
45	O=C(O)CC1(CC(=O)Nc2cc3ccccc3cn2)CCCCC1	11	9	4	0	-0.5

no.	Platelet DG rel	KLF5 inh	HSF1 inhib	HDAC3 inh	IEC-6 tox
31	-4	-13	-3	6	-9
32	-10	-13	24	6	20
33	-7	-21	-3	-9	1
34	-2	-35	-2	2	-8
35	4	5	-10	-6	10
36	17	-20	0	-1	4
37	2	-5	0	-1	-1
38	-4	-35	2	-3	-5
39	-7	-23	-5	nt	-5
40	15	-1	-9	7	4
41	-1	1	0	-3	2
42	4	-32	-5	9	0
43	-6	-11	12	1	-2
44	8	nt	0	-7	nt
45	3	-9	0	3	1

Two entries from above, bar-delimited.
cpd | compound | aSyn 5UTR inh | AI-2 QS mod | HSP90 inh | HSF1 activator | HIF activator | Platelet DG rel | KLF5 inh | HSF1 inhib | HDAC3 inh | IEC-6 tox
33 | O=[N+]([O-])c1ccc(Cc2ccncc2)cc1 | 2 | 7 | 1 | -7 | -0.3 | -7 | -21 | -3 | -9 | 1
32 | CCOC(=O)Nc1ccc2c(c1)N(C(=O)CCCl)c1ccccc1[S@]2=O | -10 | 13 | 1 | 12 | -0.1 | -10 | -13 | 24 | 6 | 20

(continued)
no.	SMILES	aSyn 5UTR inh	AI-2 QS mod	HSP90 inh	HSF1 activator	HIF activator
46	O=c1c2ccccc2nc(SCc2cccc(F)c2)n1Cc1ccco1	22	13	2	22	-0.6
47	Cc1c(NC(=O)c2nn3c(C(F)(F)F)cc(-c4ccccc4)nc3c2Cl)c(=O)n(-c2ccccc2)n1C	11	17	4	-3	-0.6
48	CCCCOC(=O)c1ccc(NC(=O)C(=O)NCCN(CC)CC)cc1	-4	27	-1	9	-0.1
49	COc1ccc(NC(=O)NCc2ccc(Cl)cc2)cc1	nt	-16	0	nt	nt
50	COCCNc1cc(C)nc2c3c(C)cc(C)nc3nn12	-7	20	-4	-19	-0.3
51	CCOC(=O)c1c(N)c(C#N)cn1-c1ccccc1	0	1	1	-15	0.1
52	O=C(OCC#CCSc1nnc(-c2ccccc2)o1)c1ccco1	-51	-1	0	5	0.4
53	C=Cn1cc[n+](CC(=O)c2cc(C(C)(C)C)c(O)c(C(C)(C)C)c2)c1	2	12	4	4	-3.0
54	CCC1(C)C2(C#N)C(N)=NC(OC)(OC)C12C#N (stereo unspecified)	-10	14	12	-8	-0.6
55	CCOC(=O)c1ccccc1NC(=S)N1CCCCC1	13	38	-2	-12	0.0
56	COc1ccc(CC(=O)Nc2ccc3c(c2)C(=O)N(CCC(=O)O)C3=O)cc1	2	8	-1	1	-1.4
57	c1ccc(Cn2c(CN3CCCC3)nc3ccccc32)cc1	4	26	-1	-6	-0.8
58	COc1ccc(Cl)cc1NC(=O)CN(C)C(=O)c1cc2c(s1)CCC(C)C2 (stereo unspecified)	13	23	nt	0	-27
59	CC(C)C[C@@]12C(=O)N(c3cccc(Cl)c3)C(=O)N1[C@H](c1ccc(Cl)cc1)[C@@H]1C(=O)N(C3CCCCC3)C(=O)[C@@H]12	20	9	nt	0	-0.3

no.	Platelet DG rel	KLF5 inh	HSF1 inhib	HDAC3 inh	IEC-6 tox
46	-4	5	17	-5	-1
47	5	-5	-8	6	6
48	7	-14	2	1	5
49	nt	-28	nt	-8	5
50	6	-4	-1	-211	-3
51	5	-26	-13	1	3
52	4	-40	-7	9	3
53	23	-6	-8	0	7
54	-11	-36	-3	-1	-4
55	2	-26	-8	3	0
56	-2	-19	-3	5	4
57	4	-38	-12	-4	-2
58	-2	nt	-1	16	nt
59	6	nt	5	0	nt

A draw from above in order of molecular weight, smallest number first.
no.	SMILES	aSyn 5UTR inh	AI-2 QS mod	HSP90 inh	HSF1 activator	HIF activator
49	COc1ccc(NC(=O)NCc2ccc(Cl)cc2)cc1	nt	-16	0	nt	nt
58	COc1ccc(Cl)cc1NC(=O)CN(C)C(=O)c1cc2c(s1)CCC(C)C2 (stereo unspecified)	13	23	nt	0	-27
47	Cc1c(NC(=O)c2nn3c(C(F)(F)F)cc(-c4ccccc4)nc3c2Cl)c(=O)n(-c2ccccc2)n1C	11	17	4	-3	-0.6

no.	Platelet DG rel	KLF5 inh	HSF1 inhib	HDAC3 inh	IEC-6 tox
49	nt	-28	nt	-8	5
58	-2	nt	-1	16	nt
47	5	-5	-8	6	6
